Mtb_BioA_inh = M. tuberculosis BioA enzyme inhibitors, primary screen, biochemical, plate reader, single point, HTS; purified M. tuberculosis BioA enzyme; 7,8-diaminopelargonic acid synthase BioA (Mycobacterium tuberculosis); inhibition, % at 9.99 µM; 0.096% of 360,000 active; AID 602481, 2012; in the data active = inhibition above about 40%
Active calls of the source: *. This is a subset; rates above refer to the full screens.

SMILES Mtb_BioA_inh
CC(C)NC(=O)Nc1ccc2c(c1)C(=O)N([C@@H](C)CO)C[C@@H](C)[C@@H](CN(C)S(=O)(=O)c1ccc(F)cc1)OCCCC[C@@H](C)O2 1.4
O=C(C[C@H]1C[C@H]2c3cc(NC(=O)CC4CC4)ccc3O[C@H]2[C@@H](CO)O1)NCc1ccccn1 -1.6
CN(C)CCCNC(=O)C[C@@H]1C=C[C@@H](NC(=O)c2ccccc2F)[C@@H](CO)O1 2.0
C[C@@H]1CN([C@H](C)CO)S(=O)(=O)c2ccc(-c3ccc(C#N)cc3)cc2O[C@@H]1CN(C)CC1CC1 7.7
CO[C@H]1CN(C)C(=O)c2ccc(NC(=O)C3CCC3)cc2OC[C@@H](C)N(CC2CCCCC2)C[C@@H]1C -5.7
COc1ccc(-c2ccc3c(c2)O[C@@H](CN(C)Cc2ccccc2C(=O)O)[C@H](C)CN([C@@H](C)CO)S3(=O)=O)cc1 3.5
C[C@H]1CN([C@@H](C)CO)C(=O)c2cc(C#CC3(O)CCCC3)cnc2O[C@@H]1CN(C)S(=O)(=O)c1ccc(F)cc1 -0.7
O=C(NC1Cc2ccccc2C1)[C@H]1N[C@H]2c3ccc(C4=CCCC4)c(=O)n3C[C@H]2[C@@H]1CO -0.6
C[C@@H]1CN([C@@H](C)CO)C(=O)c2cccc(NC(=O)C3CCOCC3)c2O[C@@H]1CN(C)S(=O)(=O)c1ccc(Cl)cc1 -0.8
CC(C)NC(=O)N(C)C[C@@H]1Oc2ccc(NC(=O)Nc3ccc4c(c3)OCO4)cc2CC(=O)N([C@@H](C)CO)C[C@H]1C 4.2
C[C@@H]1CN([C@@H](C)CO)C(=O)c2cc(-c3ccncc3)cnc2O[C@@H]1CN(C)C(=O)C1CCCCC1 -2.0
C[C@H](CO)N1C[C@H](C)[C@H](CN(C)C(=O)NC2CCCCC2)Oc2ccc(NC(=O)Cn3cnnn3)cc2CC1=O -0.5

The last 7 entries of the section above are carried over, then new ones follow.
SMILES Mtb_BioA_inh
COc1ccc(-c2ccc3c(c2)O[C@@H](CN(C)Cc2ccccc2C(=O)O)[C@H](C)CN([C@@H](C)CO)S3(=O)=O)cc1 3.5
C[C@H]1CN([C@@H](C)CO)C(=O)c2cc(C#CC3(O)CCCC3)cnc2O[C@@H]1CN(C)S(=O)(=O)c1ccc(F)cc1 -0.7
O=C(NC1Cc2ccccc2C1)[C@H]1N[C@H]2c3ccc(C4=CCCC4)c(=O)n3C[C@H]2[C@@H]1CO -0.6
C[C@@H]1CN([C@@H](C)CO)C(=O)c2cccc(NC(=O)C3CCOCC3)c2O[C@@H]1CN(C)S(=O)(=O)c1ccc(Cl)cc1 -0.8
CC(C)NC(=O)N(C)C[C@@H]1Oc2ccc(NC(=O)Nc3ccc4c(c3)OCO4)cc2CC(=O)N([C@@H](C)CO)C[C@H]1C 4.2
C[C@@H]1CN([C@@H](C)CO)C(=O)c2cc(-c3ccncc3)cnc2O[C@@H]1CN(C)C(=O)C1CCCCC1 -2.0
C[C@H](CO)N1C[C@H](C)[C@H](CN(C)C(=O)NC2CCCCC2)Oc2ccc(NC(=O)Cn3cnnn3)cc2CC1=O -0.5
C[C@H](O)C#Cc1cnc2c(c1)C(=O)N([C@H](C)CO)C[C@H](C)[C@@H](CN(C)C(=O)Cc1ccncc1)O2 -0.7
C[C@H](CO)N1C[C@H](C)[C@H](CN(C)S(=O)(=O)c2cccs2)OCCCC[C@H](C)Oc2ccc(NC(=O)CCCN(C)C)cc2C1=O -2.0
C[C@@H]1CN([C@H](C)CO)C(=O)c2cc(NC(=O)NC3CCCCC3)ccc2O[C@@H]1CN(C)S(=O)(=O)c1cn(C)cn1 -0.5
O=C(NCc1ccc(F)cc1)[C@@H]1N[C@@H]2c3ccc(-c4ccccc4)c(=O)n3C[C@@H]2[C@H]1CO 1.0
CCCNC(=O)N(C)C[C@H]1N[C@@H](CO)[C@@H]1c1ccc(C2=CCCCC2)cc1 -4.5
CO[C@@H]1CN(C)C(=O)c2cc(NC(C)=O)ccc2OC[C@@H](C)N(CCc2ccccc2)C[C@@H]1C 12
C[C@H](CO)N1C[C@H](C)[C@H](CN(C)C(=O)Nc2cccc3ccccc23)Oc2ccc(NC(=O)Cc3ccccc3)cc2C1=O 0.8
CO[C@H]1CN(C)C(=O)c2ccc(NC(C)=O)cc2OC[C@H](C)N(C(=O)CN2CCOCC2)C[C@H]1C 0.0
C/C=C/c1ccc([C@H]2[C@@H](CN(C)C(=O)C3CC3)N(C(=O)C3CC3)[C@H]2CO)cc1 -4.2
O=C(NCc1ccc(F)cc1)[C@@H]1[C@@H](CO)[C@@H]2Cn3c(cccc3=O)[C@H]1N2Cc1cccnc1 1.1
O=C(C[C@H]1CC[C@H]2[C@@H](COC[C@H](O)CN2Cc2nccs2)O1)NCc1ccc(Cl)cc1 2.9
C[C@@H]1CCCCO[C@@H](CN(C)C)[C@H](C)CN([C@@H](C)CO)C(=O)c2cc(NC(=O)c3ccccc3)ccc2O1 -0.6
Cc1ccccc1S(=O)(=O)NCC[C@@H]1CC[C@H](NC(=O)Nc2cccc(Cl)c2)[C@@H](CO)O1 -0.6
COc1cccc(S(=O)(=O)Nc2ccc3c(c2)OC[C@H](C)NC[C@@H](C)[C@H](OC)CN(C)C3=O)c1 -2.6
C[C@@H]1CN([C@H](C)CO)C(=O)c2cc(C#CC3CCCC3)cnc2O[C@@H]1CN(C)C(=O)Nc1ccccc1 -1.6
O=C(Cc1ccccn1)NCC[C@H]1CC[C@@H](NS(=O)(=O)c2ccc(F)cc2)[C@@H](CO)O1 -1.6
C/C=C/c1cnc2c(c1)C(=O)N([C@@H](C)CO)C[C@@H](C)[C@@H](CN(C)CC1CCOCC1)O2 -1.7
O=C(c1cccc(F)c1)N1CCCCN2[C@H](C1)[C@@H](c1ccc(-c3ccncc3)cc1)[C@@H]2CO -1.3
Cc1ccc(S(=O)(=O)Nc2ccc3c(c2)C(=O)N([C@@H](C)CO)C[C@@H](C)[C@H](CN(C)C(=O)NC2CCCCC2)OCCCC[C@H](C)O3)cc1 0.9
CO[C@H]1CN(C)C(=O)c2cc(NS(=O)(=O)c3ccccc3C)ccc2OC[C@@H](C)N(S(C)(=O)=O)C[C@@H]1C -1.1
C[C@@H]1CN([C@@H](C)CO)S(=O)(=O)c2ccc(C3=CCCC3)cc2O[C@@H]1CN(C)Cc1cncnc1 -1.1
COc1cccc(C(=O)Nc2ccc3c(c2)OC[C@H](C)N(CCc2ccccc2)C[C@@H](C)[C@H](OC)CN(C)C3=O)c1 -4.0
COc1ccccc1S(=O)(=O)N[C@H]1C=C[C@@H](CC(=O)N2CCCCC2)O[C@@H]1CO -2.6
C[C@@H]1CN([C@H](C)CO)C(=O)c2cc(NS(=O)(=O)c3ccccc3)ccc2O[C@@H]1CN(C)C(=O)NC1CCCCC1 -2.6
CO[C@@H]1CN(C)C(=O)c2ccc(NC(=O)Nc3c(C)noc3C)cc2OC[C@H](C)N(CC2CC2)C[C@H]1C 1.3
COc1ccc(NC(=O)Nc2cccc3c2O[C@@H](CN(C)Cc2ccc(C(=O)O)cc2)[C@@H](C)CN([C@@H](C)CO)C3=O)cc1 -0.9
CN1C(=O)c2cc(NC(=O)Cc3cccs3)ccc2OC[C@@H]2O[C@@H](CC(=O)NCC3CCCCC3)CC[C@@H]21 -2.4
C[C@@H]1CN([C@H](C)CO)C(=O)Cc2cc(NC(=O)Nc3ccc(F)cc3)ccc2O[C@@H]1CN(C)C(=O)Nc1ccc(F)cc1 -1.0
COC(=O)[C@H]1[C@H](CO)[C@H]2Cn3c(cccc3=O)[C@H]2N1CC1CCOCC1 0.8
CC(C)NC(=O)Nc1ccc2c(c1)C(=O)N([C@@H](C)CO)C[C@@H](C)[C@H](CN(C)Cc1ccc(C(F)(F)F)cc1)OCCCC[C@H](C)O2 -0.7
O=C(c1ccc2c(c1)OCO2)N1CC[C@@H]2[C@H]1c1cc(-c3ccc(F)cc3)ccc1N[C@@H]2CO 0.5
COc1ccccc1NC(=O)N(C)C[C@@H]1Oc2ncc(C#CCN(C)C)cc2C(=O)N([C@H](C)CO)C[C@H]1C -6.3
CCC(=O)N1[C@H](CO)[C@@H]2c3ccccc3N(C(=O)c3ccncc3)C[C@@H]21 1.1
C[C@@H]1CCCCO[C@H](CN(C)Cc2ccccc2)[C@@H](C)CN([C@@H](C)CO)C(=O)c2cc(NC(=O)Nc3ccc(C(F)(F)F)cc3)ccc2O1 -3.1
CCCNC(=O)C[C@H]1CC[C@H]2[C@@H](COc3ccc(NC(=O)CCC)cc3C(=O)N2C)O1 0.2
COc1ccc(NC(=O)N(C)C[C@H]2Oc3ncc(-c4ccc(C#N)cc4)cc3C(=O)N([C@H](C)CO)C[C@@H]2C)cc1 3.9
C[C@@H]1CN([C@@H](C)CO)C(=O)c2cc(N(C)C)ccc2O[C@H]1CN(C)S(=O)(=O)c1ccccc1 4.1
C[C@@H]1CCCCO[C@H](CN(C)Cc2ccc(C(F)(F)F)cc2)[C@@H](C)CN([C@H](C)CO)C(=O)c2cc(NC(=O)CCC(F)(F)F)ccc2O1 -1.8
Cc1noc(C)c1S(=O)(=O)Nc1ccc2c(c1)CC(=O)N([C@@H](C)CO)C[C@@H](C)[C@H](CN(C)Cc1ccc(C(F)(F)F)cc1)O2 6.6

Assay outcomes: PubChem, Broad Institute
